# Bioassay records deposited in PubChem by National Center for Advancing Translational Sciences (NCATS).
# Eya2 inh – inhibitors of human Eya2 phosphatase activity; 330,000 compounds, 0.006% hits; recombinant Eya2, OMFP fluorescence dephosphorylation (OMFP is methylfluorescein phosphate); Potency, µM (top dose mostly 76.9 µM), for inactives: top-dose activity, negative = inhibition, hits mostly inhibitors; also: potency is read from the fitted curve at half-maximal effect; % is scaled to controls: 0 for no effect and ±100 for the full control effect
#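 Eya2 protein (added as 0.2 uM solution) was preincubated with compound for 10 min at ambient temperature in 50 mM HEPES pH 7.5, 50 mM NaCl, 5 uM MgCl2, 0.05% BSA, 1 mM DTT. OMFP (added at 50 uM) then reacted 10 min; fluorescence read at 485/525 nm.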
# A-T KAP1 phos – candidate therapy for ataxia-telangiectasia | […] A-T fibroblasts, KAP-1 phosphorylation AlphaLISA; neocarzinostatin DNA damage 30 min before lysis | AID 485349 | Potency, µM (doses to about 57.5 µM), for inactives: at the top dose activation, hits mostly activators | 320,000 compounds, 0.19% hits; also: potency is read from the fitted curve at half-maximal effect; % of control where 0% means no effect; nearly all actives have a fitted effect of over 45% in size
#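 hTERT-immortalized A-T patient fibroblasts ([…]), 500 cells/well in OPTI-MEM, 1% FBS, got compounds for 60 min, then NCS for 30 min at 37C. Lysates were then assayed for phospho-KAP-1 by AlphaLISA (anti-pKAP1 donor, anti-KAP1 acceptor beads), 6 hr at 25C.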
# a7 integrin act – integrin-mediated muscular dystrophy alleviation activation. alpha7betagal myoblasts, beta-gal FDG fluorescence, 48 h. Potency, µM (top dose mostly 38.3 µM), for inactives: at the top dose activation, most hits filed as activators. 350,000 compounds, 0.064% hits. AID 624291;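 also: potency is read from the fitted curve at half-maximal effect; 100% = response of the positive control SU9516; nearly all actives have a fitted effect of over 60% in size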
#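 alpha7betagal+/- myoblasts (passage 13, 250/well) treated 48 h at 37C with compounds at 1:260 dilution of DMSO stock. Lysed, then beta-galactosidase activity read as FDG fluorescence (ex 480/em 540) after 30 min, with pre-read for autofluorescence.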
# Tb PFK inh – T. brucei PFK enzyme inhibition; T. brucei PFK, ADP-Glo luminescence; Potency, µM (titrated, usually from 57.5 µM), inactives show top-dose activity, negative = inhibition, actives largely listed as inhibitors; 330,000 compounds, 0.17% hits;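 also: potency is read from the fitted curve at half-maximal effect; 0% = uninhibited 1x PFK enzyme wells and -100% = no-enzyme wells; nearly all actives have a fitted effect of over 60% in size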
# Target sequence (O15648 whole entry, looked up): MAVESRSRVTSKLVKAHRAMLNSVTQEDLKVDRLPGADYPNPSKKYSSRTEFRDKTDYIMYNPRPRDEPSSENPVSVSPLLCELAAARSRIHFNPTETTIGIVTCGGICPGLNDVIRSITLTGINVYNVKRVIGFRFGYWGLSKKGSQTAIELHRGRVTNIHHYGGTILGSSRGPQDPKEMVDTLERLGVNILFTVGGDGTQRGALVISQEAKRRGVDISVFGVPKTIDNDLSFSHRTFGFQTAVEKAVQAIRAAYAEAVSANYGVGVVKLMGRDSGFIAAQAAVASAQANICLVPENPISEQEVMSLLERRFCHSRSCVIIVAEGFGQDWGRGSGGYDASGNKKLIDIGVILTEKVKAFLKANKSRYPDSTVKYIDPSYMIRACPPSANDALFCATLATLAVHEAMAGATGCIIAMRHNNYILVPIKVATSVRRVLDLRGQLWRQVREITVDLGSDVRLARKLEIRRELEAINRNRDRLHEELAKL
#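 Compounds were pin-transferred as a titration series up to 57 uM into substrate buffer (0.5 mM F6P, 0.1 mM ATP, pH 8.0), then 1.25 nM PFK was added and reactions ran 45 min before ADP-Glo detection.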
# BCR signal inh – blocks chronic active B-cell receptor signaling; 340,000 compounds, 0.05% hits; Potency, µM (series often up to 46.1 µM), for the others: top-dose ratio change, negative = lower green/red ratio, most hits filed as inhibitors; ABC-DLBCL IkBa-CBG/CBR reporter, luminescence ratio, 4 h; AID 493014; active = well fitted inhibition curve with a large enough effect in the signal ratio, with a control signal flat, not every such curve was filed as active; inconclusive = small, poorly fitted or top-dose-only effect, or effect the other way, or a change in a side signal; the % refers to the signal ratio;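 also: potency is read from the fitted curve at half-maximal effect; plate controls were basal doxycycline-induced cells for no effect and cells given 10 µM MG132 for full effect; MG132 reads +100%, hits lower the ratio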
#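 Doxycycline induced both beetle luciferases in TMD8 lymphoma cells; IKK-driven degradation limits the IkappaBalpha-fused green signal, while red luminescence normalises for cell number and nonspecific effects. Compounds tested up to 46 uM, 4 hrs.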
# PTAP TSG101 blk – blocks PTAP/TSG101 interaction to inhibit HIV-1 budding; Q99816; Fluorescence polarization, FITC-PTAP peptide / Tsg101 binding; Potency, µM (highest dose often 115 µM), without a hit: at the top dose activity change, negative = inhibition, most hits filed as inhibitors; 340,000 tested, under 10 active; AID 493005; active = well fitted inhibition curve with a large enough effect in the main read-out, with a control signal flat, not every such curve was filed as active; inconclusive = small, poorly fitted or top-dose-only effect, or effect the other way, or a change in a side signal; inactive = no such curve, though single readings can be large or run the other way; also: potency is read from the fitted curve at half-maximal effect; % of control where 0% means no effect
# Target sequence (Q99816 whole entry, looked up): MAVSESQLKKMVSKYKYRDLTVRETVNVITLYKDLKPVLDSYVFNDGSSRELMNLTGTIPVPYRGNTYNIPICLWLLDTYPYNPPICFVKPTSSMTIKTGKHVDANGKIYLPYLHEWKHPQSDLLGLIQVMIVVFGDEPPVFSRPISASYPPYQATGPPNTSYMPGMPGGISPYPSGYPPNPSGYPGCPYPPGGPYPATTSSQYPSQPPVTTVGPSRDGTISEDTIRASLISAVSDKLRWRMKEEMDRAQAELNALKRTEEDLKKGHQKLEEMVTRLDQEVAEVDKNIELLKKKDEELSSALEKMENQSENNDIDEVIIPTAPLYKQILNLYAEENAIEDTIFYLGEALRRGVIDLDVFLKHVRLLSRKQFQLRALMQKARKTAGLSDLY
#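 Fluorescence anisotropy tracks displacement of a FITC-tagged PTAP peptide (50 nM) from the Tsg101 binding domain (10 uM), following a 20 min room-temperature incubation at pH 7.5.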
# S-ASM inh – blocks human secretory acid sphingomyelinase; 340,000 compounds, 0.006% hits; AID 504937; P17405; placental ASM, HMU-PC fluorogenic substrate, 60 min; Potency, µM (highest dose often 57.5 µM), without a hit: at the highest dose activity change, negative = inhibition, actives largely listed as inhibitors; also: potency is read from the fitted curve at half-maximal effect
#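 Human placenta-derived ASM preincubated with compound 10 min at room temperature, then reacted with 9 uM (final) fluorogenic HMU-PC substrate for 60 min at 37 C. Stop solution raises pH to 10; fluorescence read at Ex 386/Em 447 nm.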
# ELG1 DNA repair – inhibitors of ELG1-dependent DNA repair in HEK293T cells. HEK293T ELG1-luciferase reporter, luminescence, 16 h; DNA damage induced by 5-fluorouridine. Potency, µM (top dose mostly 46.1 µM), without a hit: at the top dose activity change, negative = inhibition, usual class: inhibitors. 330,000 compounds, 2.3% hits. AID 504467; also: potency is read from the fitted curve at half-maximal effect; % is scaled to controls: 0 for no effect and ±100 for the full control effect; nearly all actives have a fitted effect of over 55% in size
#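 DMSO vehicle served as the neutral condition. Each well held 2,000 cells given 5-fluorouridine plus compound; after 16 hr at 37 °C/5% CO2, ONE-Glo was added and luciferase measured 30 min later.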
# TSHR antag – human thyrotropin receptor antagonism; P16473; AID 504810; 330,000 compounds, 0.2% hits; TSHR-expressing cells, TSH-stimulated cAMP HTRF, 2 h; hits give low values; activity change, negative = inhibition, % at 11.5 µM;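 active = activity change below a set negative limit, meaning inhibition stronger than a set level, cut at about -70% in these data; inconclusive = activity change between two set negative limits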; also: % is scaled to controls: 0 for no effect and ±100 for the full control effect
#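 Cell-based HTRF cAMP assay; TSHR cells + compound, TSH EC80 (4nM final), 2 h, 37 deg C. Lysis with anti-cAMP cryptate and cAMP-d2, 30 min RT, read 665/620 nm.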
# TCR act – activators of T cell receptors; primary human leukocytes, anti-CD3, IL-2 HTRF, 48 h; Potency, µM (top dose mostly 9.22 µM), inactives show at the top dose activation of IL-2 secretion, actives largely listed as activators; 330,000 tested, under 10 active; AID 504894; also: % of control where 0% means no effect
#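 IL-2 produced over 48 hr by a-CD3 bead-stimulated primary human leukocytes exposed to compounds was detected with a homogeneous time-resolved FRET immunoassay, 665nm acceptor signal after 320nm excitation.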
# Mito fusion yeast – blocks mitochondrial division or promotes mitochondrial fusion | S. cerevisiae fusion-defective mutant growth rescue, CellTiterGlo 48 h | Potency, µM (doses to about 46.1 µM), for inactives: at the top dose growth rescue (activation), hits mostly activators | 320,000 compounds, 0.23% hits;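 also: potency is read from the fitted curve at half-maximal effect; % of control where 0% means no effect; nearly all actives have a fitted effect of over 45% in size; temperature-sensitive fusion mutants such as fzo1-1 at 37 °C on non-fermentable ethanol glycerol medium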
#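 Luminescent cell viability in 1536-well qHTS format served as the measure of rescued growth in ts fusion-mutant S. cerevisiae cultured on non-fermentable YPEG for 48 hours at 37C.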
# The depositor's hits bear a star; ? = inconclusive; · = not tested or not shown; [ ] = remark or other dose. Unless noted, calls follow the shape of the dose curve; as a rule, active = well fitted curve in the direction sought with a large enough effect; inconclusive = small, poorly fitted or top-dose-only effect, or another doubt; inactive = no such curve, though single readings can be large; an effect the other way counts as inactive or inconclusive. Hits appear at their usual frequency; any-hit rate near 3.2%.
no. | smiles | Eya2 inh | A-T KAP1 phos | a7 integrin act | Tb PFK inh | BCR signal inh | PTAP TSG101 blk
1 | O=C(N/C(=C/c1cccc([N+](=O)[O-])c1)C(=O)N1CCCCC1)c1cccs1 | 5% | -1% | 26% | 2% | 2% | -1%
2 | Cc1nc(NC(=O)c2ccccc2)sc1-c1csc(Nc2ccc(F)cc2)n1 | 9% | 1% | · | -3% | 6% | ·
3 | COC(OC)c1ccnc(-c2ccc(OC(=O)c3ccc(F)cc3)cc2)n1 | 7% | 6% | ? | -2% | 0% | -7%
4 | CCN1CCN(c2oc(-c3ccco3)nc2C#N)CC1 | -24% | 3% | 1% | 0% | ? | -1%
5 | CCOc1ccc(/C=N/NC(=S)NC2CC3CCC2C3)cc1 (configuration not stated) | 0% | 1% | -39% | -2% | -9% | -1%
6 | CC(C)=CCC(C)(C)/C=N/NC(N)=O | -9% | -3% | 19% | 0% | 2% | 0%
7 | CC(=O)Nc1c2c(nn1-c1ccccc1)CS(=O)C2 (configuration not stated) | 0% | 4% | -33% | -2% | -12% | 0%
8 | COc1ccc(CNC(=O)c2cccnc2)cc1 | -2% | 16% | -27% | -5% | -1% | 0%
9 | CCCCn1c2nc3ccccc3nc2c2c(=O)n(CCC(C)C)cnc21 | 9% | · | 15% | -2% | 1% | -4%
10 | O=C(c1ccccc1)C(Sc1ncn[nH]1)c1ccccc1 (configuration not stated) | -1% | · | -12% | -1% | -12% | -6%
11 | N#Cc1ccc(CN2CCN(C(=O)CCNS(=O)(=O)c3ccc(F)c(Cl)c3)CC2)cc1 | -15% | -1% | -18% | 4% | ? | -11%
12 | Cc1cc(C)nc(N2CCC(C(=O)NCc3cccs3)CC2)n1 | -3% | 8% | -12% | -2% | 0% | ·
13 | COC(=O)c1[nH]c2ccc(C)cc2c1NC(=O)Nc1ccc(OC)cc1 | -5% | -8% | 15% | 1% | ? | -2%
14 | CCCn1nnnc1SCC(=O)Nc1nnc(CC)s1 | 3% | -5% | 33% | 1% | -2% | -1%
15 | CCCCCOC(=O)C1=C(C)Nc2nnnn2C1c1ccccc1Cl (configuration not stated) | -2% | -1% | -20% | 1% | 6% | -8%

no. | S-ASM inh | ELG1 DNA repair | TSHR antag | TCR act | Mito fusion yeast
1 | -5% | ? | -5 | 2% | -6%
2 | · | ? | 20 | · | 4%
3 | -2% | ? | -17 | -8% | 11%
4 | 5% | -3% | 5 | -5% | -1%
5 | -7% | ? | -1 | 7% | 2%
6 | 3% | -2% | 12 | 0% | -2%
7 | 4% | ? | 8 | -3% | -12%
8 | 1% | 11% | 8 | 2% | 24%
9 | 5% | ? | 13 | -2% | 5%
10 | 3% | -18% | -7 | 1%[46.1 µM] | -1%
11 | 5% | -22% | 12 | 2% | 3%
12 | 0% | -1% | 3 | · | -1%
13 | 30%[activator] | 24% | 1 | 0% | 0%
14 | 0% | -2% | 5 | -3% | -3%
15 | 19% | ? | -20 | 2% | 26%

# (list continues)
no. | smiles | Eya2 inh | A-T KAP1 phos | a7 integrin act | Tb PFK inh | BCR signal inh | PTAP TSG101 blk
16 | CCCCn1c(=O)[nH]c(=O)c2c1nc(-c1cc(Cl)c(OC)c(OC)c1)n2C | 6% | -3% | 10% | 0% | 5% | -1%
17 | COc1cc(/C=C\C(=O)Nc2cc(=O)n(C)c(=O)n2C)cc(OC)c1OC | -2% | 3% | -12% | -4% | -14% | 0%
18 | C=CCc1c(O)nc(SCC(=O)c2ccccc2)[nH]c1=O | -1% | -5% | 10% | 0% | 11% | -3%
19 | COc1ccc(C(=O)CN(CCC(=O)O)S(=O)(=O)c2ccc([N+](=O)[O-])cc2)cc1 | 0% | -7% | 12% | 1% | 2% | -2%
20 | Cc1cccc(NC(=O)c2ccccc2[N+](=O)[O-])n1 | 14% | -1% | 19% | 4% | -10% | -6%
21 | O=C(c1ccc(OC2CCN(Cc3ccccn3)CC2)cc1)N1CCCC(O)C1 (configuration not stated) | 3% | -1% | -13% | -4% | 0% | 1%
22 | COc1ccc(-c2ccc(F)cc2)cc1[C@H]1[C@H]2C=CC[C@@H](C)[C@@H]2C(=O)N1Cc1ccccc1 | 1% | 0% | 10% | -1% | 2% | 0%
23 | NC(=O)c1ccc(NC(=O)COC(=O)CC2Sc3ccccc3NC2=O)cc1 (configuration not stated) | -16% | -3% | -3% | 1% | -1% | -6%
24 | O=C(Cn1cccc1C(=O)c1ccccc1)NCCN1CCCCCC1 | -30% | -1% | 14% | -5% | -3% | -2%
25 | COC(=O)c1ccc(NC(=O)C23CCC(C)(C(=O)O2)C3(C)C)cc1 (configuration not stated) | 0% | -14% | 16% | -3% | ? | -7%
26 | COc1ccc(CCNC(=O)c2c(O)c3c([nH]c2=O)CCCC3)cc1 | -2% | -4% | 3% | 2% | 3% | -1%
27 | CC(=O)c1cccc(S(=O)(=O)NCCC(=O)Nc2ccc(S(N)(=O)=O)cc2)c1 | -3% | 16% | 36% | 15% | -8% | -2%
28 | O=C(NCCN1CCOCC1)C(=O)NCC1OCCN1S(=O)(=O)c1ccc(Br)cc1 (configuration not stated) | -6% | 9% | -1% | -6% | 7% | 6%
29 | CN(Cc1ccco1)S(=O)(=O)c1csc(C(N)=O)c1 | 12% | -4% | 13% | -5% | -4% | -7%
30 | Cc1cccc(NC(=S)NNc2cccc(Cl)c2)c1 | -3% | -4% | -55%[inhibitor] | 0% | ? | -2%

no. | S-ASM inh | ELG1 DNA repair | TSHR antag | TCR act | Mito fusion yeast
16 | 7% | -6% | -15 | -4% | 5%
17 | 58%[activator] | ? | 13 | 3% | 6%
18 | 3% | ? | 6 | -2% | 13%
19 | 0% | 3% | -7 | 5% | -1%
20 | -1% | 10% | 10 | -1% | 1%
21 | -2% | 5% | -2 | -3% | 1%
22 | -9% | -20% | -9 | -4% | -20%
23 | -5% | ? | -1 | · | -5%
24 | 2% | 8% | 4 | -29% | 1%
25 | 0% | 7% | -9 | 4% | -2%
26 | -3% | 9% | 9 | 12% | 16%
27 | 0% | 14% | 17 | 3% | -3%
28 | 3% | -5% | 1 | 2% | 2%
29 | 10% | 24% | -139* | 2% | 20%
30 | -2% | 0% | -5 | -2% | -35%[inhibitor]

# Next section
no. | smiles | Eya2 inh | A-T KAP1 phos | a7 integrin act | Tb PFK inh | BCR signal inh | PTAP TSG101 blk
31 | O=C(c1sc2cc(F)ccc2c1Cl)N1CCN(c2ccccc2)CC1 | -3% | 6% | ? | 0% | 0% | -3%
32 | CCC(=O)Nc1nnc(SCCOC)s1 | -3% | -2% | 15% | -3% | -1% | 1%
33 | COc1ccc(C(=O)NCc2nnc(SCC(=O)Nc3nc4ccccc4s3)o2)cc1OC | -3% | 2% | 23% | -4% | 5% | -3%
34 | CCOc1cc(C(=O)Nc2ccon2)cc(OCC)c1OCC | 8% | 8% | 5% | -5% | 1% | 0%
35 | Nc1nnc(CC(=O)N/N=C/c2cccc([N+](=O)[O-])c2)s1 | -2% | -3% | -9% | 4% | -1% | 2%
36 | CC(=O)c1ccc(NC(=O)c2ccc(NC(=O)c3ccco3)cc2)cc1 | -4% | 9% | 3% | 2% | 7% | 1%

no. | S-ASM inh | ELG1 DNA repair | TSHR antag | TCR act | Mito fusion yeast
31 | -5% | 12% | -2 | -4%[46.1 µM] | 28%
32 | 3% | 13% | 9 | -9% | 0%
33 | 0% | -6% | -2 | 4%[46.1 µM] | -5%
34 | -1% | -17% | -18 | · | -8%
35 | -1% | 0% | 3 | 3% | -1%
36 | 0% | ? | -6 | 4% | -2%

# Arranged by the number under Eya2 inh (smallest number first): 3 of the compounds above
entry	Compound	Eya2 inh
33	COc1ccc(C(=O)NCc2nnc(SCC(=O)Nc3nc4ccccc4s3)o2)cc1OC	-3%
35	Nc1nnc(CC(=O)N/N=C/c2cccc([N+](=O)[O-])c2)s1	-2%
34	CCOc1cc(C(=O)Nc2ccon2)cc(OCC)c1OCC	8%
